# Compound activity from PubChem BioAssay.
# KDM5B inh = Primary screen for KDM5B Histone Demethylases FDH-coupled qHTS; Lysine-specific demethylase 5B (Homo sapiens), Q9UGL1; KDM5B demethylase, FDH-coupled NADH fluorescence (FDH is formaldehyde dehydrogenase); Potency, µM (series often up to 57.7 µM), without a hit: at the top dose activity change, negative = inhibition, most hits filed as inhibitors; 220,000 tested, 2.6% active; AID 1347165, 2019; active = well fitted inhibition curve with a large enough effect; inconclusive = small, poorly fitted or top-dose-only effect; inactive = no such curve, though single readings can be large or run the other way; also: 0% is about no effect; nearly all actives have a fitted effect of over 70% in size
# Target sequence (Q9UGL1 whole entry, looked up): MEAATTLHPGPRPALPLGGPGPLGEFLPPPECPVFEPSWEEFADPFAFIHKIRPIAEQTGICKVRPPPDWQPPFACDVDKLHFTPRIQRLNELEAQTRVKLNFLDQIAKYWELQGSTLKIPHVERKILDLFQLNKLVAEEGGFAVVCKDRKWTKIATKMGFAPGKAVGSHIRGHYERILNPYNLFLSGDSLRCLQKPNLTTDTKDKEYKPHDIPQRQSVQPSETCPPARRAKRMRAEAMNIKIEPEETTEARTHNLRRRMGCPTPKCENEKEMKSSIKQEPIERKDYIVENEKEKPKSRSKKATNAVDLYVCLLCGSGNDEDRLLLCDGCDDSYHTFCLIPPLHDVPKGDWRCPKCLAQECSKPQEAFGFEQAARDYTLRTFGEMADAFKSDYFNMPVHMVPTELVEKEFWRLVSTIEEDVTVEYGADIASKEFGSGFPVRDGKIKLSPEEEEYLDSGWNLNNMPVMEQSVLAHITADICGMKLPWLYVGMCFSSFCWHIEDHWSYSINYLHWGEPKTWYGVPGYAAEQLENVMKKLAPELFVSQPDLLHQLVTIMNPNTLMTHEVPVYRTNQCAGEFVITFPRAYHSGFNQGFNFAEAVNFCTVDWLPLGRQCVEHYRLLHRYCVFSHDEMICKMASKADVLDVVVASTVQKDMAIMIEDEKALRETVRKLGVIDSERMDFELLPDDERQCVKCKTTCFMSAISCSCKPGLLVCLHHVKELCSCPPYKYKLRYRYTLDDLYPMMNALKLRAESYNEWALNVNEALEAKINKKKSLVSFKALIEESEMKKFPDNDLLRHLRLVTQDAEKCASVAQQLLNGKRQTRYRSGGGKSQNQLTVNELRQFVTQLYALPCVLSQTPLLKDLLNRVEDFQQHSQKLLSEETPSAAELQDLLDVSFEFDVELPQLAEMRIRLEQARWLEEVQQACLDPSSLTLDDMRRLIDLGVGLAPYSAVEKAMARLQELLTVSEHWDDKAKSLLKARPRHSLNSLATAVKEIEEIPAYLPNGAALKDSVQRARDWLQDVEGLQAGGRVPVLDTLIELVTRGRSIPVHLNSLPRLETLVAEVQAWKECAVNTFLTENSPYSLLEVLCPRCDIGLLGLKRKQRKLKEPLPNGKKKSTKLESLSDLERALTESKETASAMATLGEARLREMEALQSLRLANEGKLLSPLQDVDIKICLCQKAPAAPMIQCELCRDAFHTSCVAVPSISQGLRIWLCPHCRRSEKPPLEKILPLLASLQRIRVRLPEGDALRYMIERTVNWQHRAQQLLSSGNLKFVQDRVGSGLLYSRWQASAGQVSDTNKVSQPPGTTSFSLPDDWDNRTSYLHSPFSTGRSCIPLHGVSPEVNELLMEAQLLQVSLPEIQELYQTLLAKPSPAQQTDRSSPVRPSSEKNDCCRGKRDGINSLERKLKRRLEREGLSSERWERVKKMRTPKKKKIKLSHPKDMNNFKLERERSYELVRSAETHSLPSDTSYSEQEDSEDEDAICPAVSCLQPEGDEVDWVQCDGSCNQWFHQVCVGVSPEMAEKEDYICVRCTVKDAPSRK
#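 KDM5BΔAP (200 nM final) in 50 mM HEPES pH 7.5, 0.01% Tween-20 was preincubated 10 min at RT with compound over a concentration range. Substrate mix (H3K4me3 12.5 µM, α-KG 25 µM, Fe²⁺, ascorbate, NAD⁺, FDH) was added, and NADH fluorescence change over 30 min gave dose-response curves.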
# Numbers without * were called inactive; ? = inconclusive; & = joins results of further samples; [ ] = remark or other dose. Potency is read from the fitted curve at half-maximal effect. Only part of the results is shown; the hit share may differ from the screen's.
SMILES,KDM5B inh
COc1ccc(Nc2ncncc2-c2nc(-c3ccccc3)no2)cc1,-18%
CC(=O)c1cccc(NC(=O)C2CCN(c3nnc(-n4cccc4)s3)CC2)c1,8%
Cc1cccc(C(=O)NC2CCCCCC2)n1,4%
O=C(Nc1cccc(-c2nnc3n2CCCCC3)c1)c1n[nH]c(=O)c2ccccc12,-10%
CCOc1nc(NC(=O)NS(=O)(=O)Oc2cccc(Cl)c2)nc(-c2ccccc2)n1,?
COc1cccc(C(=O)NCC(c2ccc3c(c2)OCO3)N2CCOCC2)c1 (centres undefined),-10%
COC(=O)CSc1nc2ccsc2c(=O)n1C,7%
Cn1nc(Oc2nc(N3CCOCC3)nc(N3CCOCC3)n2)ccc1=O,13%
CCOc1ccccc1OCCN(C)C(=O)c1cccnc1SC,8%
CCNc1c(NS(=O)(=O)c2ccc(F)cc2)c(=O)oc2ccccc12,11%
Cc1c(O)ccc2c(CSc3nnc(N4CCCC4)s3)cc(=O)oc12,-1%
Cc1oc(-c2ccccc2)nc1CC(=O)NCCC(=O)N1CCCC1,?
Nc1nc(NCc2ccc(Cl)cc2Cl)c2[nH]cnc2n1,-3%
CN(CC(=O)Nc1cccc(S(=O)(=O)N(C)C)c1)Cc1ccccc1,17%
CCc1cc(C(=O)Nc2cc(Cl)ccc2Cl)no1,-10%
COc1ccc(OCC(O)CNS(=O)(=O)c2ccc(C)cc2)cc1 (centres undefined),-50%
O=C(C1CCCCC1)N1C[C@@H](CO)[C@H](c2ccncc2)C1,34%
COc1ccc(Cn2c(=O)[nH]c3cc(OC)c(OC)cc3c2=O)cc1,?
COc1cc(Br)ccc1C1C(C(=O)Nc2ccc(C)cc2C)=C(C)Nc2nnnn21 (centres undefined),-4%
Cc1ccc(S(=O)(=O)N2CCCCC2)cc1NC(=O)c1oc2c(F)cccc2c1C,14%
CS(=O)(=O)Nc1ccc(C(=O)Nc2ccc(S(=O)(=O)Nc3nccs3)cc2)cc1,-7%
CCOC(=O)c1[nH]c(C)c(CCC(=O)N2CCN(c3ccccc3)CC2)c1C,1%
Cn1c(CCN2CCOCC2)nc2cc(NS(=O)(=O)c3ccccc3)ccc21,29%
FC(F)(F)C1CN(c2ccc3cc(Cl)ccc3n2)CCO1 (centres undefined),14µM*
Nc1c(-c2nc(-c3ccc4c(c3)OCO4)cs2)c2ccccn2c1C(=O)c1ccccc1,-22%

# Grouped by structure, the entries above with two or more sulfur atoms
SMILES,KDM5B inh
COC(=O)CSc1nc2ccsc2c(=O)n1C,7%
Cc1c(O)ccc2c(CSc3nnc(N4CCCC4)s3)cc(=O)oc12,-1%
CS(=O)(=O)Nc1ccc(C(=O)Nc2ccc(S(=O)(=O)Nc3nccs3)cc2)cc1,-7%

# An excerpt from above in order of molar mass, rising.
SMILES,KDM5B inh
COc1ccc(OCC(O)CNS(=O)(=O)c2ccc(C)cc2)cc1 (centres undefined),-50%
O=C(Nc1cccc(-c2nnc3n2CCCCC3)c1)c1n[nH]c(=O)c2ccccc12,-10%
Cn1c(CCN2CCOCC2)nc2cc(NS(=O)(=O)c3ccccc3)ccc21,29%

# Arranged by the number under KDM5B inh (falling): some entries from above.
SMILES,KDM5B inh
O=C(C1CCCCC1)N1C[C@@H](CO)[C@H](c2ccncc2)C1,34%
CCOc1ccccc1OCCN(C)C(=O)c1cccnc1SC,8%
Cc1c(O)ccc2c(CSc3nnc(N4CCCC4)s3)cc(=O)oc12,-1%
COc1cc(Br)ccc1C1C(C(=O)Nc2ccc(C)cc2C)=C(C)Nc2nnnn21 (centres undefined),-4%
COc1cccc(C(=O)NCC(c2ccc3c(c2)OCO3)N2CCOCC2)c1 (centres undefined),-10%

# Further entries follow.
SMILES,KDM5B inh
Nc1ccc(C(c2ccccc2)(c2ccccc2)c2ccc(N)cc2)cc1,-26%
CC(C)c1ccc(NC(=O)/C=C/c2cc3cc(Cl)ccc3o2)cc1,16%
CC(C)(C)c1ccc(C(=O)Nc2cc(-c3nc4ccccc4o3)ccc2Cl)cc1,?
CCCn1c(C)c(CC(=O)N[C@@H](C)C(N)=O)c2c1CC(C)(C)CC2=O,-8%
Cc1ccc(C(=O)NCCn2cccc2-c2nc(-c3ccc4c(c3)OCO4)no2)cc1,-14%
O=C(NC(Cc1c[nH]c2ccccc12)C(=O)O)/C(=C\c1ccc2c(c1)OCO2)NC(=O)c1ccccc1 (centres undefined),2%
Cc1ccc(C(=O)N2CCCOCCNC(=O)CC2)s1,-8%
Cc1ncc(-c2ccc(S(=O)(=O)Nc3ccc(C)c(C)c3)cc2)o1,0%
Cc1ccccc1CNCc1ccco1,11%
O=C(CC1(O)C(=O)N(CCc2ccccc2)c2ccc(Br)cc21)c1ccccc1 (centres undefined),?
CCN(CC)C(=O)c1cc2cc(Br)ccc2oc1=O,6%
O=C(Nc1ccccc1)N1CCn2c(nnc2-c2ccccc2)C1,13%[86.2 µM]
Cc1ccc2c(c1)B(O)c1cc(C)ccc1O2,-7%
CC(=O)N1CCN(C(=O)Cn2c(NCc3ccccc3)nc3ccccc32)CC1,1%
COCCC(=O)N1CC(c2nc(CCOc3cccc(C)c3)no2)C1,22%
O=C(c1ccc(Br)cc1)N1CCC(CN2CCOCC2)CC1,-10%
O=C(Nc1ccc(F)c(Cl)c1)c1cc(S(=O)(=O)N2CCCc3ccccc32)ccc1F,?
NC(=S)N/N=C/c1cc(-c2ccccc2)[nH]c1-c1ccccc1,?
CCCn1c(=O)c(Br)cn(-c2ccccc2C)c1=O,28%
COc1ccc(-c2noc([C@@H]3C[C@H](NS(=O)(=O)c4ccccc4)CN3C)n2)cc1,-32%[86.2 µM]
c1ccc(-c2nc(C3CC3)no2)c(OC2CNC2)c1,0%
O=C(Cn1cnnn1)N1CCc2onc(-c3cccc4ccccc34)c2C1,32µM*
c1ccc(CN2CCn3c(nnc3-c3cccnc3)C2)cc1,-3%[86.2 µM]
CC(C)N1CCC(CC(=O)N2CCn3nc(Cc4ccccc4)cc3C2)CC1,-12%
C=CCc1cccc2cc(C(=O)Nc3cccc(Cl)c3)c(=O)oc12,8%

# The results go on:
SMILES,KDM5B inh
COc1ccc(Cl)cc1NC(=O)COc1ccc2c(c1)OCO2,38%
O=C(O)CCC(=O)Nc1ccc(Br)cc1C(=O)c1ccccc1,30%[activator]
COc1ccc(-n2nc(C(=O)N3CCN(c4cccc(C)c4C)CC3)c3c4ccccc4n(C)c3c2=O)cc1,-23%
Cc1cccc(NC(=O)c2ccc(CSc3ccc(Cl)cc3)cc2)c1C,14%
COc1ccccc1CC(=O)Nc1cnc(-c2cccc(Cl)c2)nc1,0%
Cc1ccc(Nc2nc(-c3cccnc3)nc3ccccc23)cc1,-19%&37%
CN(C)CCCN(C(=O)c1ccc([N+](=O)[O-])o1)c1nc2cc3c(cc2s1)OCO3,?
COc1ccc(S(=O)(=O)NCCC(=O)Nc2ccc(C)cc2)cc1,14%
COC(=O)c1ccccc1NC(=O)N1CCC[C@@H](O)[C@H](NC(=O)c2ccc(OCCN3CCCC3)cc2)C1,-31%
Cc1ccc(CNC(=O)CN2CCN(Cc3ccc(F)cc3)C2=O)cc1,4%
COCc1cc(=O)n(CC(=O)Nc2ccc(F)c(Cl)c2)c(N2CCOCC2)n1,?
COc1cccc(CNC(=O)C2CCN(c3nnc(-n4c(C)ccc4C)s3)CC2)c1OC,-23%
O=C1NC2(Cc3ccccc31)CN(C(=O)c1ccc(Cl)cc1)C2,22%[149 µM]
CS(=O)(=O)N1CCCCC1c1nc(CCOCC2CCCC2)no1 (centres undefined),-9%
COCCN(C(=O)c1ccc2c(c1)S(=O)(=O)N=C1CCCCCN12)c1c(N)n(CC(C)C)c(=O)[nH]c1=O,13%
C/C(=C\C(=O)NCCN1CCOCC1)CCc1ccccc1,-6%
CCN(CC)S(=O)(=O)NCc1ccccc1Cn1cccn1,?
Cc1cccc(OCCCCn2nnc3sc4c(c3c2=O)CCC(C)C4)c1 (centres undefined),-8%
CC1(C)[C@H]2CC[C@@H](CNC(=O)c3ccncc3)[C@@H]1C2,5%[86.2 µM]
COc1ccc(S(=O)(=O)NC2CCCC2)cc1C(N)=O,22%
CCOc1ccccc1CNC(=O)c1ccc(CN2C(=O)NC3(CCOCC3)C2=O)cc1,18%
c1ccc(Cc2nc(-c3ccc4c(c3)OCCCO4)cs2)cc1,9%
O=C(CSc1oc(-c2ccccc2)nc1S(=O)(=O)c1ccc(Cl)cc1)NC1CCCCC1,?
CN1C(=O)c2cccn2CC1C(=O)N1CCN(c2ncccn2)CC1 (centres undefined),?
CC(C)c1nnc(NC(=O)Cn2nc3c(cc2=O)CCCCC3)s1,-9%

# Next part:
SMILES,KDM5B inh
CC(=O)Nc1c(C)noc1/C=C\c1ccc(S(=O)(=O)Nc2ccc(C)cc2)cc1,?
C=CCNC(=O)[C@@H]1CCCC[C@@H]1C(=O)N1CCn2nc(C(=O)O)cc2C1,-16%
CCOc1ccc(NS(=O)(=O)c2ccc3nc(-c4ccccc4)[nH]c3c2)cc1,-5%
CCOc1ccc(C(=O)Nc2nnc(C3=COCCO3)o2)cc1,?
Cc1nn2c(c1-c1ccccc1-c1ccccc1)N(C(=O)Cc1ccc3c(c1)OCO3)CCC2,-12%
COC[C@@H]1CN(C(=O)Cc2cccc(F)c2)C[C@H]1c1ccncc1,29%
COc1ccc(COC(=O)c2cc(S(=O)(=O)N3CCCCC3)ccc2N2CCOCC2)cc1F,-4%
Cc1nn(-c2ccc3nnc(C)n3n2)c2c1C(c1cccc(OC(C)C)c1)CC(=O)N2 (centres undefined),0%
Cc1cc(C)n(C2CN(Cc3cccc(OCC(O)CN4CCOCC4)c3)C2)n1 (centres undefined),1%
CCOC(=O)c1ccc(N2C(=O)c3n[nH]c(-c4cccs4)c3C2c2ccc(C(C)C)cc2)cc1 (centres undefined),?
COc1ccc(-c2nc3scc(CCNS(=O)(=O)c4c(C)noc4C)n3n2)cc1,-9%
CNC(=O)c1ccc(NC(=O)C2CCN(S(=O)(=O)c3ccc(C)cc3C)CC2)cc1,-6%
CN(c1ccccc1)c1nc(N)c([N+](=O)[O-])c(NCc2ccccc2)n1,15%
CCCC[n+]1c(NCc2cc(Br)cc(Br)c2[O-])[nH]c2ccccc21,-9%
COc1ccc(NC(=O)CN2C(=O)CC(c3ccco3)Sc3ccccc32)cc1OC (centres undefined),2%
Cc1c(-c2ccccc2)oc2c(C(=O)OCC(=O)Nc3ccc(F)c(F)c3F)cccc2c1=O,17%
Nc1c(C(=O)Nc2cccc(F)c2)nnn1-c1cccc(C(F)(F)F)c1,-4%
Cn1cccc1CN1CCC2(C1)C(=O)Nc1ccccc12 (centres undefined),0%[86.2 µM]
Cc1noc(C)c1[S+](=O)([O-])NC1CCCN(c2nc3ncccc3o2)C1 (centres undefined),?
Cc1ccc(C)c(NC(=O)c2csc3c2CCCCC3)c1,0%
Cc1cccn2c(CC(=O)NCC3CCN(c4cnn(C)c(=O)c4)C3)cnc12 (centres undefined),22%
Cc1ccccc1C(=O)N1CC(=O)Nc2ccc(Cl)cc2C1c1ccccc1 (centres undefined),-7%
COc1ccccc1OCC(=O)NCC(c1cccs1)N1CCOCC1 (centres undefined),33%
COc1ccc(C(=O)N2CCC3(CC2)N(C)C(=O)CS3(=O)=O)cc1,0%
CCN(CC)c1ccc(C2C(C(N)=O)=C(C)Nc3nc(SCc4ccccc4)nn32)cc1 (centres undefined),?

# (next part)
SMILES,KDM5B inh
COc1ccc(-c2nc3ccccc3o2)cc1NC(=O)c1ccc2c(c1)OCO2,?
CCOc1ccc(CNS(=O)(=O)c2ccc3c(c2)CC(C)N3C(C)=O)cc1OC (centres undefined),18%
CCCCCC(=O)N/N=C(/C)c1cccc(NC(=O)c2ccc(Cl)cc2)c1,2%
Cn1c(Cn2ccnc2)nnc1C1CCCN(C(=O)Nc2ccccc2F)C1 (centres undefined),42%
Cc1nc2sc3c(c2c(-c2ccc(Cl)cc2)c1C(N)=O)CCCC3,-5%
COCCNC(=O)[C@@H]1CCC[C@@H](NC(=O)c2cc(C)n(C)n2)CN(C)C(=O)C1,-16%[86.2 µM]
CCN(Cc1ccccc1)c1sc(S(=O)(=O)CC)nc1S(=O)(=O)c1ccc(C)cc1,-8%
COc1ccccc1CNc1nc(-c2cc(C)n(C)c2C)cs1,-2%
CCOc1cc(C#N)c(NC(=O)c2ccc(C(C)(C)C)cc2)cc1OCC,?
CCOc1cc(=O)n2c(c1C(=O)Nc1ccccc1)CCCC2,0%
CCCCN(CC#Cc1ccccc1)C(=O)c1cc(=O)n(C)c(=O)n1C,2%
COCCCNC(=O)Cn1c(=O)n(Cc2ccc(C(=O)NCc3ccc(C)cc3)cc2)c(=O)c2ccccc21,?
COc1ccc(Cl)cc1NC(=O)Nc1c[nH]c(=O)[nH]c1=O,?
COc1ccc(F)cc1S(=O)(=O)N1C[C@@H](F)C[C@H]1C(=O)N1CCc2ccccc2C1,15%
O=C(Cn1c(=O)n(-c2ccccc2)c(=O)c2sc3ccccc3c21)N1CCCC1,?
Nc1ccccc1N1C(=O)c2cccc3cccc(c23)C1=O,12%
COc1ccc(-c2nc(C)nc3c2CN([S+](=O)([O-])c2onc(C)c2C)CC3)cc1,?
Cc1ccc(Oc2ncccc2CNC(=O)C2CCc3ccccc32)cn1 (centres undefined),-6%
CC[C@H]1CN(Cc2ccc(OC)cc2O)CC[C@H]1CC(=O)N1CCOCC1,-15%[86.2 µM]
O=C(Nc1cnc(-c2cccc(Cl)c2)nc1)c1cc(F)cc(F)c1,25µM*
